# Assay outcomes as filed in PubChem BioAssay.
# MCF10A rerep: A quantitative high throughput screen for small molecules that induce DNA re-replication in MCF 10a normal breast cells; AID 624296, 2012; Potency, µM (series often up to 46.1 µM), for inactives: at the top dose activity, positive = re-replication, usual class: activators; MCF 10A DNA re-replication, Hoechst nuclear intensity, 48 h; 350,000 tested, 2.9% active; also: potency is read from the fitted curve at half-maximal effect; % of control where 0% means no effect; nearly all actives have a fitted effect of over 50% in size
# SW480 rereplic: A quantitative high throughput screen for small molecules that induce DNA re-replication in SW480 colon adenocarcinoma cells; SW480 DNA re-replication, Hoechst DNA content imaging, 48 h; Potency, µM (highest dose often 46.1 µM), for inactives: at the highest dose re-replication activation, hits mostly activators; 340,000 tested, 1.8% active; AID 624297, 2012; also: potency is read from the fitted curve at half-maximal effect; % of control where 0% means no effect; nearly all actives have a fitted effect of over 55% in size
#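 Image-based read-out: total Hoechst fluorescence of nuclei (405 nm excitation, 500-530 nm emission), with hits raising the fraction of high-intensity nuclei. SW480 colon cells incubated 48 hr with compounds at 37 C.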
# KB-3-1 tox: qHTS assay for MDR1-selective chemotherapeutics: Primary screen using the parental adenocarcinoma cell KB-3-1; KB-3-1 viability, CellTiter-Glo ATP luminescence, 72 h; Potency, µM (series often up to 46.1 µM), for the others: at the top dose activity change, negative = cytotoxic, hits mostly cytotoxic; 400,000 tested, 1.4% active; also: potency is read from the fitted curve at half-maximal effect; % is scaled to controls: 0 for no effect and ±100 for the full control effect; nearly all actives have a fitted effect of over 60% in size
#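 Here the drug-naive KB-3-1 line serves as comparator for MDR sub-line selectivity; cells received compound titrations, 72 h at 37 °C, then CellTiter-Glo readout.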
# HT1080NT lethal: qHTS for induction of synthetic lethality in tumor cells producing 2HG: qHTS for the HT-1080-NT fibrosarcoma cell line; HT-1080-NT fibrosarcoma viability, CellTiter-Glo ATP luminescence, 48 h; 360,000 tested, 1.6% active; AID 686970, 2013; Potency, µM (doses to about 46.1 µM), inactives show at the highest dose activity, negative = less viability, usual class: cytotoxic;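 also: NT is the 2HG producing partner of a matched IDH1 knockdown line; potency is read from the fitted curve at half-maximal effect; 0% = DMSO-treated cells and -100% = media-only wells without cells; nearly all actives have a fitted effect of over 55% in size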
#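 Fibrosarcoma NT cells, 750 per well in 5% FBS RPMI, were exposed to compound for 48 hours. Viability: CellTiter-Glo luminescence.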
# IL1B secr inh: qHTS for Inhibitors of Inflammasome Signaling: IL-1-beta AlphaLISA Primary Screen; THP-1 LPS/ATP IL-1B secretion, AlphaLISA, 16 h; stronger effect = lower value; activity change, % at 57.5 µM; 360,000 tested, 4.7% active; AID 743279, 2014; in the data active = activity change below about -50%; inconclusive = mostly about -30% to -49%; also: % is scaled to controls: 0 for no effect and ±100 for the full control effect
#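 Secreted IL-1B measured by AlphaLISA bead assay after 16 h compound exposure of THP-1 cells; compounds (final up to 57.5 uM) added 1 h before LPS (250 ng/mL) and ATP (1.25 mM) stimulation; lower signal means less secretion.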
# ATXN2 expr inh: Primary qHTS for Inhibitors of ATXN expression; HEK-293 ATXN2-luciferase reporter, luminescence, 24 h; Potency, µM (top dose mostly 57 µM), for inactives: at the highest dose activity change, negative = inhibition, most hits filed as inhibitors; 360,000 tested, 0.72% active; AID 1745845, 2022; also: potency is read from the fitted curve at half-maximal effect; % is scaled to controls: 0 for no effect and ±100 for the full control effect; nearly all actives have a fitted effect of over 55% in size
#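 qHTS (up to 57 uM final) was run with 24 h compound exposure of reporter cells at 37 °C. Each well was multiplexed: SteadyGlo luminescence measured ATXN2-luciferase expression after a fluorogenic Gly-Phe-AFC viability readout (25 uM final).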
# HT1080 IDH1KD tx: qHTS for induction of synthetic lethality in tumor cells producing 2HG: qHTS for the HT-1080-IDH1KD cell line; HT-1080 IDH1 knockdown viability, ATP luminescence, 48 h; Potency, µM (top dose mostly 46.1 µM), inactives show at the highest dose activity, negative = toxicity, actives largely listed as cytotoxic; 360,000 tested, 2% active; AID 686971, 2013;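 also: potency is read from the fitted curve at half-maximal effect; 0% = DMSO wells and -100% = cell-free medium wells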
#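 After a 2 h attachment period, IDH1KD HT-1080 cells took pin-transferred compound for 48 h at 37 °C; ATP-based luminescence after 10 min room-temperature reagent incubation reported viability.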
# ATXN viability: Viability Counterscreen for Primary qHTS for Inhibitors of ATXN expression; S2 cells (HEK-293 line with an ATXN2-luciferase reporter) viability, CellTiter-Fluor protease fluorescence, 24 h; Potency, µM (titrated, usually from 56.7 µM), hits mostly cytotoxic; 400,000 tested, 0.49% active; AID 651635, 2014; also: potency is read from the fitted curve at half-maximal effect; nearly all actives have a fitted effect of over 40% in size
# HepG2 viability: qHTS for Inhibitors of TGF-b: Cytotox Counterscreen; Potency, µM (doses to about 46.1 µM), inactives show top-dose activity change, negative = cytotoxicity, hits mostly cytotoxic; 410,000 tested, 0.76% active; HepG2 CAGA-GFP viability, ATP luminescence, 18 h; also: potency is read from the fitted curve at half-maximal effect; some results filed as inactive show a strong effect at the top dose
#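 HepG2 CAGA-GFP cells (1000/well, DMEM with 1% FBS) received compound, then TGF-beta at 500 pg/mL final, and were incubated 18 hours at 37 degrees C. Viability was read by CellTiter-Glo luminescence. Media-only wells were set as complete cell-killing and DMSO as no toxicity.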
# * hit, by the source's call; i = inactive; ? = inconclusive; nt = not tested or not shown; [ ] = remark or other dose. Unless noted, calls follow the shape of the dose curve; as a rule, active = well fitted curve in the direction sought with a large enough effect; inconclusive = small, poorly fitted or top-dose-only effect, or another doubt; inactive = no such curve, though single readings can be large; an effect the other way counts as inactive or inconclusive.
nr	structure	MCF10A rerep	SW480 rereplic	KB-3-1 tox	HT1080NT lethal	IL1B secr inh	ATXN2 expr inh	HT1080 IDH1KD tx	ATXN viability	HepG2 viability
1	Cc1ccc(CN2CCN(Cc3cccn3-c3nccs3)CC2CCO)cc1 (stereo not given)	7%	-2%	7%	-3%	-1	-20%	-22%	i	-8%
2	CCSC1(SCC)N=C(N)C2(C#N)C(c3ccc(F)cc3)C12C#N (stereo not given)	?	1%[9.22 µM]	?	?	-109*	?	?	?	-73%
3	O=C(CCCOc1ccccc1)Nc1ccc(Br)cc1	2%	-4%	2%	-29%	1	18%	?	i	-20%
4	CSc1ncc(C(=O)NCc2cccc(Br)c2)c(-c2ccccc2)n1	nt	nt	3%	nt	nt	7%	nt	i	-42%
5	CC1CC(C)CN(CCOc2ccccc2-c2ccccc2)C1 (stereo not given)	?	24%	11%	5%	0	-11%	0%	i	0%
6	Cc1ccc2c(c1)N(CCC(=O)NCCN1CCOCC1)C(=O)CO2	0%	-22%	-3%	4%	-2	nt	0%	nt	6%
7	CCN(c1ccccc1)S(=O)(=O)c1ccc(Cl)c(C(=O)Nc2ccncc2)c1	nt	nt	-2%	-2%	4	nt	-16%	i	-9%
8	CCOc1ccc(S(=O)(=O)Nc2ccc(O)c(Sc3ncn[nH]3)c2)cc1	11%	-2%	-2%	1%	6	11%	0%	i	4%
9	CCOC(=O)C1CCN(C(=O)c2cc3c(-c4ccc(OC)c(OC)c4)nn(C)c3s2)CC1	4%	-10%	1%	-18%	15	-22%	-15%	i	-14%
10	O=C(COC(=O)c1cc(Cl)ccc1O)Nc1cc(C(F)(F)F)ccc1N1CCOCC1	3%	-13%	12%	0%	-9	-2%	21%	i	2%
11	CCOc1cc(CNC2CCCC2)cc(Cl)c1OCc1ccccc1	?	?	?	21µM*	-24	-16%	?	?	-116%
12	CCn1nc(C)c2c(-c3ccccc3)cc(=O)n(C(C)C(=O)Nc3cc(C)ccc3C)c21 (stereo not given)	nt	nt	-6%	nt	nt	0%	nt	i	-2%
13	COc1ccc(/C=C2/C(=O)N(c3nc4ccccc4s3)N=C2CSc2ccc(Cl)cc2)cc1	?	20%	0%	-25%	3	4%	?	i	-24%
14	COc1cc(/C=C2\SC(=S)N(CCC(=O)NCCc3ccccc3)C2=O)cc(OC)c1OC	-2%	-4%	-1%	4%	0	-3%	-1%	i	0%
15	O=C(CSc1nc2cc(Cl)ccc2o1)N1CCOCC1	-1%	2%	-2%	-7%	-5	10%	1%	i	-12%
16	C(=C\N1CCCCCC1)/c1nnnn1-c1ccc(-c2ccccc2)cc1	?	-15%	13%	?	2	-12%	?	i	-5%
17	CN(C(=O)CN1C(=O)NC2(CCc3ccccc32)C1=O)C1CCS(=O)(=O)C1 (stereo not given)	1%	-4%	-15%	-5%	8	-1%	-1%	i	-3%
18	COc1ccc(CCNc2ccc(C)cc2)cc1	?	-5%	1%	22%	-9	5%	-2%	i	2%
19	COc1ccccc1C(=O)COC(=O)CSC(C)C(=O)Nc1cc(C)on1 (stereo not given)	-2%	0%	30%	4%	-3	-11%	-1%	?	-2%
20	COC1=C(N)C(=O)c2nc(C)ccc2C1=O	11%	?	4.6µM*	6%	14	-5%	9%	?	-5%
21	Cc1cc(C)cc(-n2ncc3c2CCCC3NC(=O)c2cc(C)[nH]n2)c1 (stereo not given)	?	4%	?	-14%	-15	3%	-29%	i	-47%
22	Clc1ccc2c(c1)-c1nnc(Br)n1-c1ccccc1S2	8%	-3%[9.22 µM]	-1%	-27%	-55*	-2%	-20%	i	-15%
23	CN(C)c1ccc(C2Nc3ccccc3C(=O)N2NS(C)(=O)=O)cc1 (stereo not given)	-2%	2%	4%	-1%	?	39%[activator]	-3%	i	11%
24	COc1ccc(-c2cc(C(F)F)nc(-n3nc(C)cc3C)n2)cc1	15%	-6%	-2%	0%	-24	-19%	-10%	i	-17%
25	C=CCn1c(C)cc(C(=O)COC(=O)CCc2cc(OC)c(OC)c(OC)c2)c1C	-5%	-6%	nt	0%	11	7%	4%	i	-2%
26	CSc1ncc(C(=O)Nc2cccnc2)c(C(F)(F)F)n1	-1%	-8%	21%	5%	-1	-14%	11%	i	3%
27	Cc1ccccc1Nc1nc(N)nc(COC(=O)C2CCCCC2)n1	3%	-5%	12%	2%	0	4%	-2%	i	11%
28	C[N+](C)(C)CC=O	?	5%	0%	?	19	5%	11%	i	2%
29	CCOC(=O)c1c(NC(=O)COc2ccccc2C#N)sc2c1CC(C)(C)NC2(C)C	?	18µM*	?	-2%	2	?	-12%	?	-34%
30	COc1ccc(-c2nc3cc(C(C)C)ccc3o2)cc1NC(=O)COc1ccc(C)cc1C	nt	nt	12%	nt	nt	36%[activator]	nt	i	-3%

# Entries by screen from above.
# Compounds 20 to 28 in HepG2 viability, in turn: -5%, -47%, -15%, 11%, -17%, -2%, 3%, 11%, 2%
# Compounds 20 to 28 in MCF10A rerep, in turn: 11%, ?, 8%, -2%, 15%, -5%, -1%, 3%, ?
# Compounds 20 to 28 in SW480 rereplic, in turn: ?, 4%, -3%[9.22 µM], 2%, -6%, -6%, -8%, -5%, 5%

# (cont.)
nr	structure	MCF10A rerep	SW480 rereplic	KB-3-1 tox	HT1080NT lethal	IL1B secr inh	ATXN2 expr inh	HT1080 IDH1KD tx	ATXN viability	HepG2 viability
31	CCn1c(SCC(=O)c2c(N)n(C3CC3)c(=O)[nH]c2=O)nnc1-c1ccccc1OC	1%	-5%	0%	10%	21	8%	16%	i	2%
32	COCC(=O)N/N=C(\C)CC(=O)Nc1ccccc1C(N)=O	-1%	1%	0%	11%	5	0%	15%	i	-24%
33	CCN1C(=O)[C@H]2[C@@H](c3ccc(OC)cc3)N3C(=O)CN(Cc4ccccc4)C(=O)[C@@]3(Cc3ccccc3)[C@H]2C1=O	?	-6%	14%	12%	20	5%	10%	i	0%
34	Cc1noc(NS(=O)(=O)c2ccc(NC(=O)C34CC5CC(C3)CC(n3cnc(Cl)n3)(C5)C4)cc2)c1C	5%	13%	0%	6%	9	12%	11%	i	10%
35	CC(=O)c1nnn(-c2ccc([N+](=O)[O-])cc2C)c1C	6%	-1%	3%	16%	21	-5%	-3%	i	0%
36	Cc1nc2c(C)cccn2c(=O)c1NC(=O)COc1ccccc1	-1%	1%	-1%	13%	-6	1%	10%	i	-25%
37	Cc1cc(C)cc(NC(=O)CN2CCN(c3ncccn3)CC2)c1	15%	-2%	-13%	-6%	-13	-10%	-19%	i	-20%
38	CCOC(=O)c1[nH]c2ccc(OC)cc2c1NC(=O)c1ccccc1C(=O)O	4%	25%	-2%	29%	-4	-3%	27%	i	2%
39	NC1=NC2(CCCCC2)N(c2cccc(Cl)c2)C(N)=N1	12%	-8%	-24%	4%	-12	-1%	4%	i	-32%
40	O=C(CC[C@H]1O[C@@H](n2ccc(=O)[nH]c2=O)[C@H](O)[C@@H]1O)NCC1CCCO1 (stereo not given in full)	nt	nt	0%	13%	11	5%	19%	i	1%
41	CC(=O)N1CCN(S(=O)(=O)c2c(C)n(C)c(=O)n(C)c2=O)CC1	-1%	2%	2%	13%	12	-14%	17%	?	3%
42	COc1ccccc1C(=O)COC(=O)/C=C/c1ccccc1	?	-6%	nt	-1%	-8	14%	8%	i	-16%
43	CC(CCN1CCN=C1Nc1ccccc1)c1ccccc1 (stereo not given)	?	-13%	-4%	-3%	-6	-13%	-3%	i	-10%
44	Cn1nc(-c2ccc(S(N)(=O)=O)s2)cc1C(F)(F)F	-3%	-146%[inhibitor]	?	-9%	-7	-4%	-3%	i	-137%
45	CC(C(=O)Nc1ccccn1)N1C(=O)c2ccccc2S1(=O)=O (stereo not given)	-3%	-9%	-2%	7%	15	-2%	0%	i	-4%
46	Cc1cc(C(=O)C(=O)N(C)C)c(C)n1-c1ccc(Cl)cc1	-6%	-14%	-2%	0%	9	-22%	-2%	i	-3%
47	COC(=O)C1=C(O)/C(=C\c2ccc(CNS(=O)(=O)c3ccccc3)o2)N=C1C	-1%	-11%	28%	1%	47	8%	0%	i	1%
48	CC(C)COc1cccc(-c2cc(C(=O)Nc3ccon3)c3ccccc3n2)c1	2%	16%	-19%	?	-22	-13%	?	i	3%
49	O=C(NC1CCCCC1)C1CCC(=O)N(C2CC2)C1 (stereo not given)	0%	0%	14%	3%	5	8%	10%	i	-33%
50	CC(=O)Nc1cccc(NC(=O)Cc2ccc3ccccc3c2)c1	6%	-6%	-1%	-19%	10	3%	?	i	3%
51	O=C(Cc1ccccc1)Nc1ccccc1C(=O)N1CCN(c2ccccc2)CC1	-1%	-5%	-7%	0%	0	8%	24%	i	2%
52	CN1C(=O)NC2(O)C(=O)c3ccccc3C12O (stereo not given)	-12%	-13%	-8%	3%	35	-20%	?	i	10µM*
53	Cc1cccc(NC(=O)C(=O)NCCc2c[nH]c3ccccc23)c1C	10%	6%	-10%	5%	-1	32%	-14%	i	-38%
54	Cc1ccc(S(=O)(=O)c2nc(S(=O)(=O)c3ccc(C)cc3)c(NC(C)C)s2)cc1	nt	nt	2%	nt	nt	10%	nt	i	2%
55	O=C(CN1CCN(C(=O)N2CCCCC2)CC1)Nc1ccc(F)cc1	-7%	-3%	-3%	-3%	-4	4%	0%	?	3%
56	O=C(Cn1ccc(C(F)(F)F)n1)N/N=C/c1ccc2c(c1)OCO2	-7%	16%	2%	-13%	i	25%	3%	i	-21%
